VHR inh abs: DUSP3 (human) phosphatase inhibition; AID 1654; 290,000 tested, 0.52% active; recombinant VHR phosphatase, pNPP absorbance; P51452; inhibition, % at 13.3 µM; in the data active means inhibition above about 50%; further: some compounds called inactive have numbers as strong as hits
Target sequence (P51452 whole entry, looked up): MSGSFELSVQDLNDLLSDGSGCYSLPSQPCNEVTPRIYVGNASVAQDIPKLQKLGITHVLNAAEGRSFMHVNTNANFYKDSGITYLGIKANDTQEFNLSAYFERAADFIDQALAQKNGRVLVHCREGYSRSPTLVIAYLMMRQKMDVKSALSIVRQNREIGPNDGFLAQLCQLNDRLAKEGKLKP
Y pestis TopoI: inhibitors of Yersinia pestis topoisomerase I; 360,000 tested, 0.064% active; Y. pestis Topo-I cleavage product accumulation, plate reader; activity, % at 10 µM; in the data active means activity above about 50%, passing the limit was not always enough; further: inactives centre near 2
SARS 3CLpro inh: SARS-CoV 3CLpro protease inhibition; recombinant SARS-CoV 3CLpro, quenched FRET peptide cleavage; inhibition, % at 6 µM; 290,000 tested, 0.14% active; in the data active means inhibition above about 12%
TcdB inh: TcdB glycohydrolase inhibition | P18177 | TcdB glycohydrolase enzymatic assay, plate reader | inhibition, % at 9.99 µM | 350,000 tested, 0.24% active; in the data active means inhibition above about 10%
Rv3671c inh: inhibits the M. tuberculosis serine protease Rv3671c; P9WHR9; inhibition, % at 5.96 µM; 320,000 tested, 0.048% active; in the data active means inhibition above about 38%;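 further: extracellular domain of Rv3671c used as enzyme; 0% = enzyme with DMSO and 100% = no enzyme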
Target sequence (P9WHR9 whole entry, looked up, the tested form may be a part): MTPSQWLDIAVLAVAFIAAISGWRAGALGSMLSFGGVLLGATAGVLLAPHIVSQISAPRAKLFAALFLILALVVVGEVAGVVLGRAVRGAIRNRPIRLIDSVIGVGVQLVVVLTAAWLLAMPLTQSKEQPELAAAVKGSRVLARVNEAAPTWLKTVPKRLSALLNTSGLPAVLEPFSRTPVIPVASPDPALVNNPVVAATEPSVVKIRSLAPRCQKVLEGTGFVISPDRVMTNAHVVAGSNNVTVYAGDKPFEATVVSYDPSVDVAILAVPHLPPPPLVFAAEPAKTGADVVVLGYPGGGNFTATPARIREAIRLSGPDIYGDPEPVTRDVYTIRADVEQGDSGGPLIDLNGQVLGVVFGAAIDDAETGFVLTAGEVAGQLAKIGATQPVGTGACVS
BH1578 lux ind: induces V. cholerae light production without autoinducers. 350,000 tested, 0.16% active. V. cholerae BH1578 lux reporter, luminescence, 6 h. activation, % at 18.7 µM; in the data active means activation mostly above about 9.7%, no sharp cut-off; further: not every result past the cut was called active; inactives centre near 0; reference of the scale not given here
MazEF act: MazEF (E. coli) toxin RNase activation | P0AE70 | FAM/BHQ RNA-DNA oligo cleavage fluorescence, 5 h | activation, % at 20 µM | 350,000 tested, 0.32% active; in the data active means activation above about 50%
Target sequence (P0AE70 whole entry, looked up): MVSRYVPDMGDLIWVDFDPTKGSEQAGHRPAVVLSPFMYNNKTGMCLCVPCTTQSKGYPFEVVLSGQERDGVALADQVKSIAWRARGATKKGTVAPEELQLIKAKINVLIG
SSB-PriA inh: inhibitors of Klebsiella pneumoniae PriA binding to SSB C-terminal tail; AlphaScreen SSBct-PriA binding, biotinylated peptide; inhibition, % at 33 µM; 430,000 tested, 0.6% active; AID 1272365; in the data active means inhibition mostly above about 37%, no sharp cut-off; inactive means mostly below about 20%;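 further: plate controls were negative control peptide for no effect and reference peptide for full effect; strong numbers were not always called active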
Anthrax LF inh2: anthrax lethal factor protease inhibition | 360,000 tested, 0.12% active | P15917 | AID 588501 | inhibition, % at 10 µM | multiplex microsphere protease cleavage assay, LF; in the data active means inhibition above about 30%; further: plate controls were buffer without enzyme for full effect and enzyme alone for no effect
PfHsp40 rescue: rescue of PfHsp40-mediated yeast toxicity. 340,000 tested, 0.68% active. growth rescue, % at 12.5 µM. S. cerevisiae expressing PfHsp40, growth rescue, ATP luminescence; in the data active means growth rescue above about 28%, passing the limit was not always enough;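 further: yeast W303a lacking pdr1 and pdr3 grown in galactose medium; growth measured after three days at 30 °C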
Active calls of the source: *; i = inactive; · = no result given; & = joins results of further samples.

Results follow in this order: VHR inh abs, Y pestis TopoI, SARS 3CLpro inh, TcdB inh, Rv3671c inh, BH1578 lux ind, MazEF act, SSB-PriA inh, Anthrax LF inh2, PfHsp40 rescue
Cc1cnc(NC(=O)COc2cccc3c2OC(C)(C)C3)s1
→ 23, 5, -3, ·, 11, -0.6, -3, -7, -2, 0.2
CCN1CCN(CCOc2ccccc2OCc2ccccc2)CC1
→ 27, -5, 6, 5.6, 14, i, -1, 1, 0, -0.2
COc1ccc([N+](=O)[O-])cc1NC(=O)C(C)Sc1ccc(C)cc1 (stereo not drawn)
→ 0, 13, 3, 1.7, 1, i, 8, 0, -1, 10.0
COc1ccccc1CCN1CCCC(CN(C)Cc2ccc(OCCO)cc2)C1 (stereo not drawn)
→ 2, 8, -2, -0.6, -9, -0.6, -26, 1, ·, -1.1
CC(=NOC(=O)C1CCCCC1)c1nccs1
→ ·, -5, ·, 0.1, ·, -0.1, ·, ·, -4, ·
COc1ccccc1N1CCN(Cc2ccc(OC)c(OC)c2OC)CC1
→ 14, 4, 2, ·, 8, ·, -2, -11, -10, -1.2
Cc1c(OCc2ccc(C(=O)O)cc2)ccc2c(-c3ccccc3)cc(=O)oc12
→ 17, 6, 2, 0.3, 0, -0.6, 2, -8, 1, -1.1
O=C(OCc1ccc([N+](=O)[O-])cc1)c1ccccn1
→ 19, 12, 3, -0.1, 9, -0.3, 4, 8, 0, 1.0
O=C(Cc1ccc(S(=O)(=O)N2CCCC2)s1)N1CCN(c2ccccc2)CC1
→ 17, 11, 2, 0.8, -8, -1.2, 2, 3, -4, 1.1
COc1ccc(NC(=O)CN(C)CC(=O)Nc2cccc(F)c2)cc1S(=O)(=O)N1CCCCC1
→ ·, 4, ·, 1.2, ·, i, 23, 12, -3, -0.3
CC(=O)N1CCOc2ccc(S(=O)(=O)NCC3CCC(C(=O)NCCC(C)C)CC3)cc21 (stereo not drawn)
→ -17, 3, -6, 1.5, -7, i, 0, -9, -4, -1.6
Fc1ccccc1CSc1ccc(-c2ccco2)nn1
→ 14, 0, 5, 1.5, 3, 0.7, -3, -13, -4, 1.2
COc1ccc2c(c1OC)C[N+]1([O-])CCc3cc4c(cc3C1C2)OCO4 (stereo not drawn)
→ 22, 3, ·, 0.0, 0, -0.3, 6, -5, -1, -0.7
C[C@@H]1COC(=O)[C@@H](Cc2ccc(F)cc2)C/C=C\C[C@H](CC(=O)N(CCO)Cc2ccccc2)C(=O)N1
→ ·, 29, ·, 0.7, 5, -0.1, -7, -2, -8, 0.7
O=C(O)c1ccc(-c2noc(-c3ccc(F)cc3)n2)cc1
→ ·, -3, ·, 0.7, 3, i, 4, -1, -5, -2.1
O=C(c1cc2ccccc2cc1O)N1CCN(c2ccccn2)CC1
→ 26, 4, -6, 0.8, 3, -0.4, -5, 2, 1, 0.6
CC(=O)C1=C(O)C(=O)N(c2cccc(C(=O)O)c2)C1c1ccc(F)cc1 (stereo not drawn)
→ -12, 6, 4, 2.2, 0, -0.6, 4, -8, -4, -0.5
c1ccc(C2=Nc3ccccc3NC(c3ccccc3)C2)cc1 (stereo not drawn)
→ -8, 3, 4, ·, -1, -0.9, 1, 5, 0, 0.3
Cc1ccc(C(C)(C)C)c(OCCN2CCCC2)c1
→ -7, 0, 7, ·, 4, -0.5, 3, -4, 2, -1.1
CSc1ccc(CN2CCC2(C)C(=O)NC2CCN(Cc3ccccc3)CC2)cc1 (stereo not drawn)
→ ·, 25, ·, 0.0, ·, -0.3, ·, ·, -3, ·
CCN(C(=O)CSc1nc2ccc(OC)cc2[nH]1)c1c(N)n(Cc2ccccc2)c(=O)[nH]c1=O
→ ·, 11, ·, 0.3, 1, i, 2, -12, -5, -1.5
COc1ccccc1-c1noc(CSc2nc(N)cc(=O)[nH]2)n1
→ -7, -13, 3, 2.0, -1, i, 6, -12, 0, 0.0
Cc1nc2sc(C(c3ccccc3)N3CCN(CCO)CC3)c(O)n2n1 (stereo not drawn)
→ 3, 5, ·, 0.9, -7, 0.0, 3, -17, -5, -0.3
CCc1nc2oc(C(=O)c3ccccc3)c(N)c2c2c1COC(C)(C)C2
→ 5, -2, 2, ·, 7, i, 1, -8, -4, -0.1
COc1ccc(/C=N/Nc2cc(N3CCOCC3)nc(C)n2)c(OC)c1
→ -4, 15, 0, -0.2, -5, 0.5, -8, ·, -9, -0.3
COCCCNC(=O)CNC(=S)N(Cc1ccccc1F)C1CCCCC1
→ 7, 11, 2, ·, -4, -0.5, -12, -1, 3, -1.5
O=C(Nc1ccc2c(c1)OCO2)C1CCN(C(=O)c2ccc([N+](=O)[O-])cc2)CC1
→ 20, -6, 0, -1.0, -3, -0.1, -1, 4, 0, 0.8
COc1cccc(C(=O)NCCCc2ccccc2)c1OC
→ ·, 4, ·, 0.9, ·, i, 1, 9, 0, 0.0
Cc1nc2ccccc2c(=O)n1NCc1cccs1
→ 6, -9, 1, ·, -5, i, 0, -5, 3, -2.1
CC(C)=NOc1nc(N2CCOCC2)nc(N2CCOCC2)n1
→ 17, -5, 0, 0.3, -1, i, 5, -4, -3, ·
Cc1ccc(S(=O)(=O)NC(C)(C)CN2CCc3ccccc3C2)cc1
→ 9, 1, 4, -0.4, 6, i, 3, -4, -3, 0.3
O=C(CN1CCOCC1)Nc1ccccc1F
→ 26, 6, -7, 0.3, -3, i, 1, 4&-4, -4, 3.5
Cc1scc(C(=O)NNC(=S)NCc2ccccc2)c1C
→ -5, -4, -5, 0.0, 4, -0.2, 51*, -3, 0, 0.3
COc1ccc(Br)cc1C1CC(=O)N2CN(C)CSC2=C1C#N (stereo not drawn)
→ 13, 3, -1, -0.9, -2, 0.3, -3, -10, -7, -1.2
Cc1ccc2nc(SCC(=O)N3CCC(Cc4ccccc4)CC3)nc(=O)n2c1
→ ·, 24, ·, 2.3, -10, -1.4, 2, 7&18, -1, 2.8
Cc1ccc(OCC(=O)NNC(=O)C(=O)NC(C)(C)C)cc1
→ -4, -2, -5, ·, -3, i, 2, -9, 2, -2.3
O=C(Nn1c(SCc2cccc([N+](=O)[O-])c2)nc2ccccc2c1=O)c1ccccc1
→ -2, -2, -3, ·, -49, -0.2, -1, 21, 2, -0.8
Cc1ccc(C(=O)N(Cc2nc3ccccc3c(=O)[nH]2)C2CCCC2)cc1
→ 14, 17, 10, 1.8, -1, 0.2, 4, -10, 7, -0.8
CC(C)Cc1nnc(NC(=O)CN2C(=O)c3ccccc3C2=O)s1
→ 30, 6, 0, -0.7, -5, -0.8, 6, -8, -2, -1.3
CC(=O)Nc1ccc(OCc2cn(CC(=O)c3ccc(O)cc3)nn2)cc1
→ ·, -7, ·, 1.2, ·, 0.5, 3, ·, -3, ·
O=C1N(c2ccc(Cl)cc2)C(c2ccc(Cl)cc2)N2CCCN12 (stereo not drawn)
→ 3, 4, -1, 0.6, 4, -0.1, 4, -15, 2, -0.9
O=C(Nc1ccc(F)cc1)C1CCN(C(=O)NCc2ccccc2)CC1
→ -19, -3, -3, 1.4, 12, -0.3, 7, -10, 33*, 0.9
CCN1CCN(Cc2ccc(NC(=O)c3ccc(C)c(NC(=O)c4ccno4)c3)cc2C(F)(F)F)CC1
→ 11, -5&1, ·, 0.8, 1, -0.2, 9&10, 9, -3&0, -0.7
CCc1ccc(C(=O)NN(C(=O)c2ccc(CC)cc2)C(C)(C)C)cc1
→ 7, 18, -5, -0.2, -9, i, -10, 6, 3, -0.8
O=C(c1ccc(N2CCCC2=O)cc1)N1CCOCC1
→ 3, -2, 1, ·, 1, -10, -3, -18, -6, 0.0
COc1cccc2c1C(=O)c1c(O)c3c(c(O)c1C2=O)CC(O)(C(C)=NNC(=O)c1ccc(Cl)c(Cl)c1)CC3OC1CC(N)C(O)C(C)O1 (stereo not drawn)
→ ·, -49, ·, -19, ·, 5.6, -945, 57*, -50, 25
COc1ccc(Cl)cc1NC(=O)N1CCN(C2CCCCC2)CC1
→ 1, 13, -1, 0.3, -2, i, -5, 3, -2, -0.9
CS(=O)(=O)c1ccc(Cl)c(NC(=O)CSC(=S)N2CCCC2)c1
→ 26, 17, 7, -0.7, 7, -2.2, 6, -3, 10, 1.5
Cc1ccc(N(C(C)C(=O)Nc2cc(Cl)ccc2Oc2ccccc2)S(C)(=O)=O)cc1 (stereo not drawn)
→ -16, 2, 2, 0.5, -6, -5.9, -8, -14, 4, 1.4
O=C(CCC(=O)N1CCOCC1)c1ccc(F)cc1
→ -1, 7, -3, 0.2, 4, -1.6, 0, -9, -1, -1.1
O=C(NCCCCc1ccccc1)C1CC(c2ccccc2[N+](=O)[O-])=NO1 (stereo not drawn)
→ 12, 16, 3, -0.7, 6, i, 4, -25, -1, -1.0
O=C1OCCN1C(=O)[C@H]1[C@H](c2ccc([N+](=O)[O-])cc2)C(c2cccc(Cl)c2)=NN1c1ccc(Br)cc1
→ ·, -9, ·, 0.8, ·, i, -6, 2, 5, 0.1
CCN(CC(=O)NCc1ccc(Cl)cc1)C(=O)CSc1ccc(Br)cc1
→ -2, 21, -2, 0.2, -9, 0.5, 4, -16, 0, 0.6
COc1ccc(CNC(=O)CN(c2ccccc2)S(=O)(=O)N(C)C)cc1
→ 7, 4, 0, -0.2, -9, 0.1, 9, -1, -10, -1.1
Cc1cc(C(=O)COC(=O)CN(C)S(=O)(=O)c2ccc(Cl)cc2)c(C)n1Cc1cccs1
→ 18, 20, -1, ·, -9, -4.3, -1, -9, -2, 1.0
COCCNc1nc(NCc2ccc(NC(C)=O)cc2)c2sccc2n1
→ ·, -4, ·, -0.3, ·, -0.8, ·, ·, 0, ·
COc1ccccc1NC(=O)CN1CCC(C(=O)c2ccc(F)cc2)CC1
→ 42, 6, 4, ·, -17, -0.3, -1, -4, -6, 0.2
COc1ccc(OCCCN2CCCCCC2)cc1
→ 4, 9, -2, ·, -1, i, -8, 27, -13, -0.5
CC(NC(=O)c1ccncc1)c1ccccc1 (stereo not drawn)
→ -8, -3, 6, 0.6, 9, i, 6, 0, -8, -1.0
Cc1cc(=O)oc2c3c(cc(OCC(=O)Nc4cccnc4)c12)OC(C)(C)CC3
→ 13, -1, -4, -1.1, -4, -0.3, 10, 5, -2, -0.8

Compound profiles (already shown).
Profile of O=C(c1ccc(N2CCCC2=O)cc1)N1CCOCC1 = VHR inh abs: 3; Y pestis TopoI: -2; SARS 3CLpro inh: 1; TcdB inh: ·; Rv3671c inh: 1; BH1578 lux ind: -10; MazEF act: -3; SSB-PriA inh: -18; Anthrax LF inh2: -6; PfHsp40 rescue: 0.0
Profile of CCN(CC(=O)NCc1ccc(Cl)cc1)C(=O)CSc1ccc(Br)cc1 = VHR inh abs: -2; Y pestis TopoI: 21; SARS 3CLpro inh: -2; TcdB inh: 0.2; Rv3671c inh: -9; BH1578 lux ind: 0.5; MazEF act: 4; SSB-PriA inh: -16; Anthrax LF inh2: 0; PfHsp40 rescue: 0.6

Grouped by structure: those above containing bromine.
Results follow in this order: VHR inh abs, Y pestis TopoI, SARS 3CLpro inh, TcdB inh, Rv3671c inh, BH1578 lux ind, MazEF act, SSB-PriA inh, Anthrax LF inh2, PfHsp40 rescue
COc1ccc(Br)cc1C1CC(=O)N2CN(C)CSC2=C1C#N (stereo not drawn)
→ 13, 3, -1, -0.9, -2, 0.3, -3, -10, -7, -1.2
O=C1OCCN1C(=O)[C@H]1[C@H](c2ccc([N+](=O)[O-])cc2)C(c2cccc(Cl)c2)=NN1c1ccc(Br)cc1
→ ·, -9, ·, 0.8, ·, i, -6, 2, 5, 0.1
CCN(CC(=O)NCc1ccc(Cl)cc1)C(=O)CSc1ccc(Br)cc1
→ -2, 21, -2, 0.2, -9, 0.5, 4, -16, 0, 0.6

Three compounds already listed, ordered by number of heavy atoms, low to high:
Results follow in this order: VHR inh abs, Y pestis TopoI, SARS 3CLpro inh, TcdB inh, Rv3671c inh, BH1578 lux ind, MazEF act, SSB-PriA inh, Anthrax LF inh2, PfHsp40 rescue
O=C1N(c2ccc(Cl)cc2)C(c2ccc(Cl)cc2)N2CCCN12 (stereo not drawn)
→ 3, 4, -1, 0.6, 4, -0.1, 4, -15, 2, -0.9
O=C(Nc1ccc(F)cc1)C1CCN(C(=O)NCc2ccccc2)CC1
→ -19, -3, -3, 1.4, 12, -0.3, 7, -10, 33*, 0.9
CC(=O)Nc1ccc(OCc2cn(CC(=O)c3ccc(O)cc3)nn2)cc1
→ ·, -7, ·, 1.2, ·, 0.5, 3, ·, -3, ·

These rows are one share of the data, so the mix of outcomes need not match the whole.
